# From PubChem BioAssay
# OX1R antag-1: antagonists of human orexin 1 receptor (OX1R); O43613; OX1R-expressing cells, FRET antagonist read-out; inhibition, % at 6.6 µM; hit rate 1.8% among 330,000; AID 485270; in the data active = inhibition mostly above about 38%, no sharp cut-off; inactive = mostly below about 40%;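 note: 0% = agonist challenge alone and 100% = reference antagonist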
# Target sequence (O43613 whole entry, looked up): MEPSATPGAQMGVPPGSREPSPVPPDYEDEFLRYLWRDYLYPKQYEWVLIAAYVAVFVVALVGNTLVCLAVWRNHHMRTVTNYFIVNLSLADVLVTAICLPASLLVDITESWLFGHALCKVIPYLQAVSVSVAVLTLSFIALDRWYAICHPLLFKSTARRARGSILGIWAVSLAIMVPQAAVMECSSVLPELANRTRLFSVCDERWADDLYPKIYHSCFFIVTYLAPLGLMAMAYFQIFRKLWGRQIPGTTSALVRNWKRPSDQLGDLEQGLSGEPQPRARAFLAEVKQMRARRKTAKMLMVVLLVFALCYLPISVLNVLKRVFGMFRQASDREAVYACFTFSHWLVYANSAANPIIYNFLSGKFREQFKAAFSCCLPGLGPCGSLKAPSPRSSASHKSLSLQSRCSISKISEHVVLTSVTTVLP
# CHT allo act: allosterically activates the human high affinity choline transporter; Q9GZV3; CHT-expressing cells, membrane potential dye, choline EC20; hits give high values; LV-AA mutant CHT in HEK293 cells; B-score at 10 µM; hit rate 0.49% among 310,000;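 active = initial fluorescence not abnormally high and integrated response B-score, plate-corrected, over 3 SD above library mean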
# Target sequence (Q9GZV3 whole entry, looked up): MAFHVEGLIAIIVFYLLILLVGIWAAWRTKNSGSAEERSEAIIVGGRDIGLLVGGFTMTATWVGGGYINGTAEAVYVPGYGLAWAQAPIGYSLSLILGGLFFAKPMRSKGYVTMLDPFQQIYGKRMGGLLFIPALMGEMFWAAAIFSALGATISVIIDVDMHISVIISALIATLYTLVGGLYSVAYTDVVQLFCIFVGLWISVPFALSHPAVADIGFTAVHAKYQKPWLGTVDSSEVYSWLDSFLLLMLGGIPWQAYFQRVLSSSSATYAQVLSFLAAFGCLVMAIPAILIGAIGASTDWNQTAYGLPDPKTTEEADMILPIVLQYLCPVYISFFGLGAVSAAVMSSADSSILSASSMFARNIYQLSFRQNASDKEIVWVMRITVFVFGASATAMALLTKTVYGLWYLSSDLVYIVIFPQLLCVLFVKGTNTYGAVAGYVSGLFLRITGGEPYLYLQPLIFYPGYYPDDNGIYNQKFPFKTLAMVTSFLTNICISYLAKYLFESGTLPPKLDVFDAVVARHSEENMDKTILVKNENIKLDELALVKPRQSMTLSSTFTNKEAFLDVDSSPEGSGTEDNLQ
# OX1R antag-2: antagonists of human orexin 1 receptor; O43613; CHO/OX1R cells, Fluo-8 calcium fluorescence, orexin A; inhibition, % at 5 µM; hit rate 0.43% among 330,000; AID 434989;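 active = inhibition above its plate's threshold, mean inhibition of all tested compounds on the plate plus 3 SD, cut at about 37% in these data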;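 note: 0% = orexin A challenge wells and 100% = SB-334867-A antagonist wells; not every result past the cut was called active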
# Numbers without * were called inactive; i = inactive; / = no result given. This is a random part of the collection. Share with any hit: about 2.5%.
# Fields: OX1R antag-2, CHT allo act, OX1R antag-1
> COc1ccccc1NC(=O)C(C)N1C(=O)C2CCCCC2C1=O (centres undefined)
  12.1, /, 8.9
> CN(c1ccccc1)c1ccc(/C=N/NC(=O)CC#N)cc1
  -1.3, i, 5.2
> COc1ccc2c(c1)CCc1cc(C(=O)N3CCN(c4ccc(N5CCOCC5)nn4)CC3)sc1-2
  -31.7, i, 20.0
> COc1ccc(/C=C2/Sc3ccc(C(=O)N4CCOCC4)cc3NC2=O)cc1OC
  -25.6, i, 0.4
> Cc1ccc(S(=O)(=O)NCCNC(=O)C2CCCNC2=O)cc1 (centres undefined)
  -9.9, i, 19.7
> Cc1cccc(NC(=O)Nc2ccc3c(c2)OCO3)n1
  -19.3, i, 30.4
> CC(C)CCn1nnnc1C(C(C)C)N1CCC(C(N)=O)CC1 (centres undefined)
  -22.1, i, 4.6
> COc1ccc2c(c1)-c1nc(N)sc1CC2
  -5.1, i, 11.2
> Cc1nc(S/C(=C/c2ccc(-c3cc(Cl)ccc3C)o2)C(=O)O)n[nH]1
  -15.3, i, 2.1
> Fc1ccc(CSc2nnc3ccc(-c4ccncc4)nn23)cc1
  0.4, i, 18.4
> O=C1CC(N2CCOCC2)C(=O)N1CCN1C(=O)CC(N2CCOCC2)C1=O (centres undefined)
  -5.8, i, 10.4
> Cc1cccc(NC(=S)N2CCC(C(=O)c3ccc(F)cc3)CC2)c1C
  -19.8, i, -3.0
> O=C1c2cccnc2-c2ncccc21
  -9.4, i, 53.6*
> CCOc1ncccc1C(=O)N(C)CC(=O)Nc1ccc(C)cc1
  -6.2, i, 4.6
> CC(C(=O)Nc1ccc2c(c1)OCO2)c1ccc([N+](=O)[O-])cc1 (centres undefined)
  -13.8, i, 8.8
> CCc1sc(C(=O)Nc2ncccc2C)cc1C
  -0.8, i, 7.6
> O=C(Nc1ccccc1)c1cccc(N2C(=O)CCC2=O)c1
  -5.1, i, 5.2
> Cc1ccn2cc(CCNS(=O)(=O)c3ccc4c(c3)CCCC4)nc2c1
  -40.7, i, 15.3
> C=C(C)CN(CC)C(=O)CC1C(=O)NCCN1CC(C)(C)C (centres undefined)
  -27.5, i, 13.7
> CCOC(=O)CN(C(=O)CN1CCC(n2nnc3cc(C)ccc32)CC1)c1ccccc1
  -3.3, i, -3.8
> O=C(CCS(=O)(=O)c1ccccc1F)Nc1ccc(N2CCN(Cc3ccccc3)CC2)cc1
  -116.8, /, 1.4
> CC(=O)NNc1ncnc2c1cnn2-c1ccc(C)cc1
  0.0, i, 13.6
> Cc1ccc(-c2c(C(=O)NCc3ccccc3)oc(=O)c3ccccc23)cc1
  -25.7, i, 16.3
> COc1ccc(S(=O)(=O)N2CCNC(=O)CC2)cc1
  -4.5, i, 14.7
> CCN(CC)S(=O)(=O)c1ccc(C(=O)Oc2coc(CSc3nc(C)cc(C)n3)cc2=O)cc1
  -9.2, i, 5.3
> COc1ccc2cc(C3C(C#N)=C(N)OC(C)=C3C(C)=O)c(Cl)nc2c1 (centres undefined)
  -34.6, i, 14.7
> OCCC1CN(Cc2cnc(-c3ccc(Cl)cc3)nc2)CCN1C1CCCC1 (centres undefined)
  -29.7, i, 23.7
> Cc1nn(C)c(C(=O)N/N=C/c2cccnc2)c1Cl
  -2.2, i, -6.1
> CCN1C(C(=O)c2ccccc2)=C(Nc2ccccc2C)c2ccccc2S1(=O)=O
  -5.9, i, 31.2
> CCOC(=O)C1=C(C)NC(C)=C(C(=O)OCC)C1C(=O)OCC(=O)N1CCOCC1
  -1.9, /, 10.2
> O=C(CCN1CCN(c2ccccc2)CC1)Nc1cccc(Br)c1
  -38.8, i, 2.0
> COc1cccc(Nc2nc(NCCO)c3ccccc3n2)c1
  -9.4, i, 25.2
> O=C(CCc1ccccc1)Nc1nnc(-c2ccc3c(c2)CCCC3)o1
  -18.9, i, 13.1
> CC1CCCCC1NC(=O)c1cn(C)c2ccc(S(=O)(=O)N3CCOCC3)cc2c1=O (centres undefined)
  -8.4, i, 3.8
> O=C(CN1CCN(S(=O)(=O)c2cccs2)CC1)NCC1CCCCC1
  -1.6, /, 0.8
> CC(C)c1ccc(NC(=O)C2C3C=CC4(O3)C2C(=O)N(CCN2CCOCC2)C4C(=O)NC2CCCCC2)cc1 (centres undefined)
  -25.1, i, 20.7
> COc1cc(/C=C/C(=O)NC(C)C)ccc1OCc1ccccc1
  -11.8, i, 14.3
> CN(C(=O)CSCC(=O)O)C1CCCCC1
  -4.2, i, 5.2
> CN1CCN(NC(=O)C23CC4CC(CC(C4)C2)C3)CC1
  4.7, i, 4.9
> CN(C(=O)c1ccc(=O)[nH]c1)C1(C(=O)NC2CCCCC2)CCCCC1
  -19.7, i, -7.8
> CCCCn1c(-c2csc3c2CCC(C)C3)n[nH]c1=S (centres undefined)
  -6.0, i, 2.5
> CCCCn1c(=O)c(CCC(=O)OCC(=O)Nc2cc(Cl)ccc2OC)nc2ccccc21
  -18.2, i, 1.8
> COc1ccc(OCC(=O)Nc2ccccc2OC)cc1
  5.0, i, 5.2
> COC(=O)NCN1C(=O)C2C3C=CC(C3)C2C1=O (centres undefined)
  -3.3, i, 5.7
> C=CCNC(=O)CN1C(=O)NC(C)(c2ccc(OC)cc2)C1=O (centres undefined)
  -7.2, i, 2.7
> CC(=O)OCCN1C(=O)c2cccnc2C1=O
  -15.2, i, 44.2
> CC(C)C(NS(=O)(=O)c1ccc2c(c1)oc(=O)n2C)C(=O)N1CCN(C2CCCCC2)CC1 (centres undefined)
  -9.6, i, 11.5
> CCOC(=O)N/N=C\c1ccc(C)s1
  3.3, i, 15.3
> CCc1ccc(NC(=O)COC(=O)c2ccc(Cl)c(S(=O)(=O)N3CCCCCC3)c2)cc1
  -24.4, i, 11.9
> O=C(NCC(=O)N(Cc1cccs1)C(C(=O)NC1CCCCC1)c1ccco1)c1ccco1 (centres undefined)
  -20.7, i, 7.5

# Other entries
# Fields: OX1R antag-2, CHT allo act, OX1R antag-1
> COc1ccccc1CCN=C(N)NS(=O)(=O)c1ccccc1F
  -16.1, i, -0.6
> C=CCc1c(C)[nH]c2ccc(C)cc2c1=O
  -6.7, i, 11.0
> CCC1(c2ccccc2)NC(=O)N(CC(=O)Nc2cccc(C#N)c2)C1=O (centres undefined)
  14.5, i, 7.5
> CCOC(=O)C1CCCN(C(=O)CSc2nccn2C)C1 (centres undefined)
  -18.6, i, 2.3
> O=C(CSc1nnc(-c2cccnc2)n1Cc1ccccc1)N1CCOCC1
  -4.7, i, -2.8
> O=C(CCCCl)Nc1c2c(nn1-c1ccccc1)CSC2
  -10.6, i, 17.9
> Cn1c(SCC(=O)Nc2cccc(O)c2)nnc1-c1ccc(S(=O)(=O)N2CCOCC2)cc1
  5.4, i, 4.6
> Cc1ccc(C)c(NC(=O)CNC(=O)N2CC(=O)Nc3ccccc32)c1
  -3.0, i, 0.0
> CCCCn1c(N)c(N(CCOC)C(=O)c2ccc(N3CCCC3)c([N+](=O)[O-])c2)c(=O)[nH]c1=O
  -11.8, i, 15.3
> CCOc1ccc(NC(=S)c2ccncc2)cc1
  -9.4, i, 14.6
> Cc1ccc(S(=O)(=O)N2CCC[C@H]2C(=O)Nc2ccccc2Cl)cc1
  28.1, /, 61.2*
> COC(=O)[C@@]1(Cc2ccccc2)[C@H]2C(=O)N(C)C(=O)[C@H]2[C@H]2CN=C(SCC3CC3)N21
  0.3, /, 7.4
> O=C(NCCNC(=O)c1ccccn1)c1ccc(F)cc1
  -5.1, i, 5.3
> Cc1cccc(C(=O)Nc2ccccc2SCC(=O)Nc2ccc(C)c(Cl)c2)c1
  -7.6, i, 15.7
> CCCOc1ccc(-c2csc3nc[nH]c(=O)c23)cc1
  -9.0, i, 10.8
> O=C(Nc1ncnc2sc3c(c12)CCCCC3)c1ccccc1
  -38.6, i, 14.8
> Cc1ccc(NC(=O)CC2SC(=O)N(c3ccccc3)C2=O)cc1 (centres undefined)
  -19.2, i, 1.3
> COc1ccc2cc1Oc1ccc(cc1)C[C@H]1c3c(cc(OC)c4c3Oc3c(ccc5c3[C@H](C2)N(C)CC5)O4)CCN1C
  -15.7, /, 7.1
> CNC(=S)NNC(=O)Cc1ccc(OC)c(OC)c1
  -11.7, i, -4.0
> Cc1ccc(C(=O)N2CCCc3ccccc32)c(F)c1F
  -9.4, i, 15.4
> COc1ccccc1C(=O)Nc1ccc(-c2nnc(SCC(=O)O)n2C)cc1
  1.2, i, 4.9
> Cc1csc2nc3cc(C(N)=O)ccc3c(=O)n12
  -5.8, i, 22.4
> COC(=O)[C@@H]1C(c2ccccc2)(c2ccccc2)[C@@]1(C)C(=O)OC
  -13.3, i, 18.8
> Cc1ccc(NC(=O)COC(=O)C2CCC(=O)N2)c(S(=O)(=O)N2CCOCC2)c1 (centres undefined)
  -7.4, i, 0.5
> Cc1cn2nc(N)c3ccccc3c2n1
  -12.8, i, 12.2
> CCC(CC)C(=O)Nc1c(C)n(C)n(-c2ccccc2)c1=O
  -12.0, i, 13.6
> C[C@H]1CN([C@@H](C)CO)C(=O)c2cccc(NC(=O)c3ccc(-c4nccs4)cc3)c2O[C@@H]1CN(C)C(=O)Nc1cccc2ccccc12
  -13.9, /, 9.8
> CCC(C)(C)C1CCC(=NNC(=O)c2ccc(Br)o2)CC1 (centres undefined)
  -28.7, i, 3.9
> CCCCOC(=O)Nc1ccc(C)c(Cl)c1
  -14.5, i, 19.5
> O=C(c1cc(F)ccc1F)C1CCCN(C(=O)CSc2ccccn2)C1 (centres undefined)
  -13.6, i, 13.0
> N#CC1(c2ccccc2)CCC(=NNS(=O)(=O)c2ccccc2)CC1 (centres undefined)
  -12.3, /, 5.8
> O=C(COC(=O)c1ccc(Cl)c(S(=O)(=O)N2CCCC2)c1)NCc1cccs1
  -27.8, i, 12.8
> Cc1nc2ccccc2c(=O)n1NC(=O)C1CCC(C(C)(C)C)CC1 (centres undefined)
  -29.1, i, 9.8
> CC1=NN(C(=O)c2ccc(Br)cc2)C(O)(c2ccccc2)C1 (centres undefined)
  -27.8, i, 11.3
> O=C1C(Nc2ccccc2)=C/C(=N/S(=O)(=O)c2cccs2)c2ccccc21
  -21.1, i, 39.8
> COc1ccc(C(=O)CSc2nnc(-c3ccc(S(=O)(=O)N4CCOCC4)cc3)o2)cc1
  -14.3, i, 8.4
> O=C(C[C@H]1C[C@H](C(=O)N2CCOCC2)[C@@]2(CCC3CCCC3)c3[nH]c4ccc(Cl)cc4c3CCN2C1=O)NCc1ccco1
  21.8, /, 14.4
> Cc1ccc(CSc2nc3ccccc3cc2C=O)cc1
  -5.5, i, 15.7
> CC(=O)Nc1ccc(NC(=O)C/C(C)=N/NC(=O)C(=O)Nc2ccc(C)c(Cl)c2)cc1
  -11.8, i, 1.3
> Cc1ccc(CNC(=O)C2C3C=CC4(CN(Cc5cccnc5)C(=O)C24)O3)cc1 (centres undefined)
  -9.4, i, 23.6

# One compound at a time (already shown). Order of screens: OX1R antag-2 | CHT allo act | OX1R antag-1
# Shown for COc1ccc(C(=O)CSc2nnc(-c3ccc(S(=O)(=O)N4CCOCC4)cc3)o2)cc1 → -14.3 | i | 8.4
# Shown for O=C(COC(=O)c1ccc(Cl)c(S(=O)(=O)N2CCCC2)c1)NCc1cccs1 → -27.8 | i | 12.8
# Shown for Cc1ccc(CSc2nc3ccccc3cc2C=O)cc1 → -5.5 | i | 15.7

# Later entries
# Fields: OX1R antag-2, CHT allo act, OX1R antag-1
> Cc1cc(NC(=O)/C=C/c2ccco2)ccc1NC(=O)c1ccccc1
  -21.3, i, 13.8
> O=C(CCSCc1ccc(Cl)cc1)NCCC1=CCCCC1
  -12.3, i, 19.6
> COc1ccc(/C=N/NC(=O)c2ccc3c(c2)OCO3)c(C(=O)O)c1OC
  -0.3, i, 3.9
> O=[N+]([O-])c1cc(Cl)ccc1N1CCCC1
  -1.9, i, 6.4
> CS(=O)(=O)c1ccccc1C(=O)NC1CCCc2ccccc21 (centres undefined)
  -16.8, i, 10.1
> COc1ccc(N2C(=O)CC(N3CCN(C(=O)c4ccco4)CC3)C2=O)cc1 (centres undefined)
  -10.7, i, 13.3
> CC(C)(C)C1CCc2c(C(=O)NNC(=O)CCC(=O)O)csc2C1 (centres undefined)
  -3.5, i, 13.7
> CNc1oc(-c2cccs2)nc1S(=O)(=O)c1ccccc1
  -2.5, i, 24.8
> Cc1ccc(NC(=O)C2CC=CCC2C(=O)N2CCCCC2)cc1 (centres undefined)
  -11.8, i, 5.8
> CC(C)(C)NS(=O)(=O)c1ccc(NC(=O)NC2CCCCC2)cc1
  5.3, i, 10.3
> CCn1c(=O)c(C(=O)NNC(=O)c2ccccc2)c(O)c2ccccc21
  -12.4, i, 52.9
> CCOC(=O)c1[nH]c2ccc(F)cc2c1NC(=O)Nc1ccccc1OC
  -12.6, i, 26.2
> O=C(NCCCN1CCOCC1)c1cc(-c2ccc(Cl)c(Cl)c2)on1
  -8.9, i, 20.3
> CC(C)Oc1ccc(C(=O)Nc2cc(=O)n(C)c(=O)n2C)cc1
  -0.6, i, 7.4
> CCC(C(=O)O/N=C(\N)c1ccc(Cl)cc1)c1ccccc1 (centres undefined)
  -8.2, i, 0.0
> O=c1c2ccccc2[nH]c(=S)n1CCCN1CCC(Cc2ccccc2)CC1
  -30.5, i, 1.5
> C/C(=N\NC(=O)c1nnn(-c2nonc2N)c1C(C)C)c1ccncc1
  -11.8, i, 5.5
> O=C1CN(C(=O)c2ccccc2F)C(c2ccccc2)c2cc(Cl)ccc2N1 (centres undefined)
  -28.1, i, 2.1
> O=C(O)CN1CCN(Cc2cccc(Cl)c2)C1=O
  7.6, i, 4.9
> Cc1ccc2cc3c(NC(=O)CC(C)C)nn(C)c3nc2c1
  -24.1, i, 21.1
> O=C(COC(=O)C1=COCCO1)Nc1ccc(Oc2ccccc2)cc1
  -25.9, i, 4.9
> CC(C)c1ccc(C(=O)CN2C(=O)NC3(CCc4ccccc43)C2=O)cc1 (centres undefined)
  11.6, /, 5.7
